Bioassay records deposited in PubChem BioAssay by several laboratories.
Vc quorum ag: quorum light induction in luxS cqsA deficient V. cholerae; V. cholerae BH1578 lux reporter, luminescence, 6 h; activation, % at 18.7 µM; hit rate 0.16% among 350,000; in the data active = activation mostly above about 9.7%, no sharp cut-off; note: not every result past the cut was called active; inactives centre near 0; reference of the scale not given here
Rv3671c inh: inhibits the M. tuberculosis serine protease Rv3671c. inhibition, % at 5.96 µM. hit rate 0.048% among 320,000. AID 2606. P9WHR9; in the data active = inhibition above about 38%;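 note: extracellular domain of Rv3671c used as enzyme; 0% = enzyme with DMSO and 100% = no enzyme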
Target sequence (P9WHR9 whole entry, looked up, the tested form may be a part): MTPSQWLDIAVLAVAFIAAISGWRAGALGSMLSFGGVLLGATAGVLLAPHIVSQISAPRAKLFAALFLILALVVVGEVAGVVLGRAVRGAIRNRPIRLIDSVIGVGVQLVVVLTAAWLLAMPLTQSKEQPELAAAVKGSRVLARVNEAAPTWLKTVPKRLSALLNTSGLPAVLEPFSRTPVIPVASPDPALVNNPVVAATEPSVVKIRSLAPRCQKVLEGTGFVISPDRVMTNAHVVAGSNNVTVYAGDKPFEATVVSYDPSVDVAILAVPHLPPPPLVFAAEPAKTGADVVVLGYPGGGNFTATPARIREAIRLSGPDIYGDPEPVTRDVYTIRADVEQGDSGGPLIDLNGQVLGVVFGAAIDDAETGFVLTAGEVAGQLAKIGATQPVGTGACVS
CCHF vOTU inh: CCHFV vOTU protease inhibition | Pep-AMC fluorescence | inhibition, % at 11.5 µM | hit rate 0.55% among 370,000; in the data active = inhibition above about 30%; note: 0% = vehicle wells with enzyme and 100% = no enzyme wells
MazF activator: activators of E. coli MazEF toxin-antitoxin RNase; P0AE70; FAM/BHQ RNA-DNA oligo cleavage fluorescence, 5 h; activation, % at 20 µM; hit rate 0.32% among 350,000; AID 504720; in the data active = activation above about 50%
Target sequence (P0AE70 whole entry, looked up): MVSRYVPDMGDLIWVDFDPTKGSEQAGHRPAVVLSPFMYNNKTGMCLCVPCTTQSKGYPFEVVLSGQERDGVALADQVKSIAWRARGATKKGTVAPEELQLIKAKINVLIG
PrPC surface inh: inhibitors of human cell surface prion protein PrPC; hit rate 0.43% among 370,000; TR-FRET read-out; P04156; inhibition, % at 13.8 µM; in the data active = inhibition above about 24%; note: 0% = median of the test wells and 100% = reference compound wells
Yp Topo-I inh: blocks Yersinia pestis topoisomerase I activity. Y. pestis Topo-I cleavage product accumulation, plate reader. activity, % at 10 µM. hit rate 0.064% among 360,000; in the data active = activity above about 50%, passing the limit was not always enough; note: inactives centre near 2
DUSP3 inh: blocks human VHR1 dual specificity phosphatase; P51452; recombinant VHR phosphatase, pNPP absorbance; inhibition, % at 13.3 µM; hit rate 0.52% among 290,000; AID 1654; in the data active = inhibition above about 50%; note: some compounds called inactive have numbers as strong as hits
Target sequence (P51452 whole entry, looked up): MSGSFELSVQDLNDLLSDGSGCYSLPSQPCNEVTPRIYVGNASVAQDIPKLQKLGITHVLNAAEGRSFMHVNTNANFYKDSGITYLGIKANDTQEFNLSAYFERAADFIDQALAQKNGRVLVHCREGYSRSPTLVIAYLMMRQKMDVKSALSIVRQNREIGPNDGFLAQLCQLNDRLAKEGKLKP
3CLpro inhibitor: SARS-CoV 3CLpro protease inhibition; P0C6X7; recombinant SARS-CoV 3CLpro, quenched FRET peptide cleavage; inhibition, % at 6 µM; hit rate 0.14% among 290,000; in the data active = inhibition above about 12%
PriA SSB inh: blocks PriA binding to SSB C-terminal tail | AlphaScreen SSBct-PriA binding, biotinylated peptide | inhibition, % at 33 µM | hit rate 0.6% among 430,000; in the data active = inhibition mostly above about 37%, no sharp cut-off; inactive = mostly below about 20%;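 note: plate controls were negative control peptide for no effect and reference peptide for full effect; strong numbers were not always called active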
TcdB inh: inhibitors of Clostridioides difficile toxin B glycohydrolase; P18177; TcdB glycohydrolase enzymatic assay, plate reader; inhibition, % at 9.99 µM; hit rate 0.24% among 350,000; AID 652162; in the data active = inhibition above about 10%
Active calls of the source: *; i = inactive; x = not tested or not shown; & = joins results of further samples. A portion of the library; the hit share may differ from the screen's.

SMILES	Vc quorum ag	Rv3671c inh	CCHF vOTU inh	MazF activator	PrPC surface inh	Yp Topo-I inh	DUSP3 inh	3CLpro inhibitor	PriA SSB inh	TcdB inh
COc1ccc(-n2c(Cc3ccccc3)nnc2SCc2ccc([N+](=O)[O-])cc2)cc1	-0.2	-11	10	-16	-10	28	3	8	12	-0.1
O=C1C(c2ccncc2)N(CCC2=CCCCC2)C(=O)CN1C1CCCCC1 (stereo not given)	-0.2	8	12	-4	3	5	26	-2	-2	x
COc1cccc(Nc2nc(C(N)Cc3ccc(Cl)cc3)cs2)n1 (stereo not given)	-0.4	x	16	x	4	-34	x	x	x	0.2
CC(=O)Nc1ccc(-c2ccnc3c2CC(C)(C(=O)NCC2CCOCC2)O3)cc1 (stereo not given)	i	x	10	x	-6	-12	x	x	x	1.5
CCOC(=O)C1=C(C)N(CCCCCC(=O)O)C(=O)NC1c1ccc([N+](=O)[O-])cc1 (stereo not given)	i	-1	2	-3	-7	1	52*	-2	-5	0.8
Cc1ccc(Sc2c(CO)c(-c3ccccc3)nn2C)cc1	-0.4	-4	3	3	19	8	-2	6	-11	0.8
CCCSC1=C(C#N)C(c2ccccc2OCC)CC(=O)N1 (stereo not given)	6.1	5	3	4	5	-4	6	0	3	x
Cc1ccc(N(CCC#N)C(=O)COC(=O)c2cc(C)no2)cc1	-7.1	0	6	-6	-2	2	x	x	-10	3.0
O=C(NCCc1ccccc1)c1ccc(Cl)c(S(=O)(=O)N2CCOCC2)c1	i	x	-3	3	9	8	0	3	11	4.5
Cc1ccc(C(=O)OCC(=O)NC2CCCc3ccccc32)o1 (stereo not given)	-1.3	5	14	-7	-1	-3	x	x	4	2.2
CC(=O)c1cccc(N(C(=O)CNC(=O)c2ccco2)C(C(=O)NC2CCCC2)c2ccco2)c1 (stereo not given)	-0.3	8	17	0	3	2	19	-2	-5	-1.9
COc1ccccc1NC(=O)Cn1c(=O)c(N(C)C)c(N)n(C)c1=O	i	6	-9	9	-5	-9	6	1	-5	0.5
CCOC(=O)C1CCCN(C(=O)CCNS(=O)(=O)c2ccc(Br)cc2)C1 (stereo not given)	-1.9	5	22	-10	-1	2	x	x	-3	0.5
Cn1c(=O)[nH]c(=O)c2c1nc(N/N=C/c1ccncc1)n2Cc1ccc(Cl)cc1	-1.2	12	-9	16	5	5	-4	4	i	0.7
O=C(CSc1ccc(Cl)cc1)NNC(=O)c1ccco1	-1.7	-3	-2	3	-3	-5	6	-2	1	-0.4
COc1ccc(NC(=O)CN(C)C(=O)c2ccc3c(c2)NC(=O)CS3)cc1	-0.4	-7	-12	-2	1	0	x	x	-9	-0.3
O=C(CSc1nnc(Cc2ccccc2)o1)c1ccc2c(c1)OCO2	i	-9	7	0	6	28	x	x	-4	1.1
COc1ccc(N(C(=O)C(C)C)S(=O)(=O)c2cccs2)cc1	4.1	7	-18	-2	-1	-10	10	0	-8	x
Cc1nn(Cc2ccccc2)c(Cl)c1C(=O)OCC(=O)NC(=O)NC12CC3CC(CC(C3)C1)C2	-1.7	-22	19	5	9	14	8	0	11	0.9
CN(c1ccc(C(=O)NCC2CCCO2)cc1)S(=O)(=O)c1ccc(Cl)cc1 (stereo not given)	i	x	-4	9	1	-1	x	x	x	0.4
CCNc1c(NS(=O)(=O)c2ccc(OC)cc2)c(=O)oc2ccccc12	-0.2	-5	16	14	-10	-4	41	-1	-19	1.4
COC(=O)C1=C(C)N(C)C(=O)NC1c1cccc2ccccc12 (stereo not given)	-0.8	10	-5	10	7	1	-17	-2	3	0.8
Cc1ccnc(NC(=O)C(C)N2C(=O)c3ccccc3S2(=O)=O)c1 (stereo not given)	0.7	8	-3	4	7	-4	x	x	-2	-0.2
Cc1ccc(-n2c(=O)c3c4c(sc3n3c(=S)[nH]nc23)CCC4)cc1	-0.3	-3	6	-5	-2	4	8	-3	-17	0.6
O=C(/C=C/c1cccc(Br)c1)N1CCN(c2ccccn2)CC1	i	6	8	-1	-8	27	23	0	7	3.4
COc1ccc(NS(=O)(=O)c2cc(NC(=O)C(CC(C)C)NC(N)=O)ccc2N2CCOCC2)cc1 (stereo not given)	-13	x	11	10	4	-7	x	x	3	0.9
O=C(COC(=O)CCSc1ccc(Cl)cc1)NCc1ccccc1	-3.7	-2	-10	1	10	-9	0	-3	-25	-0.8
Cn1c(Nc2ccccc2)cc(=O)n(C)c1=O	-5.6	-11	-7	7	5	1	-6	-1	44*	2.8
COc1ccc(C2C(C(=O)c3ccco3)=C(O)C(=O)N2CCCn2ccnc2)c(OC)c1 (stereo not given)	-0.1	-8	15	-10	-7	3	-1	1	-10	1.9
COc1ccc(C(C)=O)cc1COC(=O)c1cc(=O)c2ccccc2o1	-0.3	2	20	8	3	-6	-3	4	-5	0.9
O=S(=O)(c1ccc2c(c1)OCCO2)N1CCN(c2cccc(Cl)c2)CC1	0.7	-1	16	5	4	-7	-16	2	-7	x
COc1ccc(OCCOC(=O)CNC(=O)c2ccc(F)cc2)cc1	-0.5	x	20	11	0	2	x	x	x	-0.8
CN(Cc1c(C(=O)N/N=C/c2cccc(F)c2)nnn1-c1nonc1N)c1ccccc1	-0.4	-12	6	0	6	-10	16	4	x	-0.7
Cc1cc(C)c(S(=O)(=O)N2CCCCC2)c(C)c1-n1ncnn1	i	2	1	-1	8	-4	8	-1	5	x
O=C(O)C1CC1c1ccc(Br)cc1 (stereo not given)	-0.1	2	3	3	2	-2	0	-2	-27	x
Cc1nc2sc3c(c2c(=O)n1NC(=O)CCBr)CCCC3	i	1	-2	10	7	6	-1	0	-1	1.6
Cc1ccc(Cc2cnc(NC(=O)C3=NCCN3)s2)cc1	x	-7	-4	x	8	x	29	-3	x	1.8
CC(C)(C)n1ncc2c(=O)n(Cc3cc(F)c(Cl)cc3Cl)cnc21	i	-3	-5	-14	-3	4	x	x	-7	1.6
Cc1ccsc1C(=O)NC1CCCCC1C (stereo not given)	-0.3	0	13	1	-6	4	x	x	-7	0.8
O=C(Nc1cccc(F)c1)c1ccc(S(=O)(=O)N2CCCCC2)cc1	i	-11	-1	-2	0	-7	15	4	0	0.1

5 entries from above, ordered by number of heavy atoms, smallest number first:
SMILES	Vc quorum ag	Rv3671c inh	CCHF vOTU inh	MazF activator	PrPC surface inh	Yp Topo-I inh	DUSP3 inh	3CLpro inhibitor	PriA SSB inh	TcdB inh
O=C(O)C1CC1c1ccc(Br)cc1 (stereo not given)	-0.1	2	3	3	2	-2	0	-2	-27	x
Cc1ccsc1C(=O)NC1CCCCC1C (stereo not given)	-0.3	0	13	1	-6	4	x	x	-7	0.8
Cc1nc2sc3c(c2c(=O)n1NC(=O)CCBr)CCCC3	i	1	-2	10	7	6	-1	0	-1	1.6
O=C(Nc1cccc(F)c1)c1ccc(S(=O)(=O)N2CCCCC2)cc1	i	-11	-1	-2	0	-7	15	4	0	0.1
CN(Cc1c(C(=O)N/N=C/c2cccc(F)c2)nnn1-c1nonc1N)c1ccccc1	-0.4	-12	6	0	6	-10	16	4	x	-0.7

(listing goes on)
SMILES	Vc quorum ag	Rv3671c inh	CCHF vOTU inh	MazF activator	PrPC surface inh	Yp Topo-I inh	DUSP3 inh	3CLpro inhibitor	PriA SSB inh	TcdB inh
Cn1c(O)c(C(=O)c2ccccc2F)c(=O)n(C)c1=O	-0.1	-6	-1	8	-3	-8	23	5	3	x
CCn1c(O)c(/C=N/N2CCOCC2)c(=O)n(CC)c1=S	i	-12	-7	2	5	-2	-4	-3	x	-2.5
Cc1ccc(-c2csc(/C(C#N)=C(\O)CN3CCN(C(=O)c4ccco4)CC3)n2)cc1	x	3	7	1	-2	4	5	-4	x	x
Cc1noc(C)c1NC(=O)N(C)C[C@@H]1Oc2ccc(NS(=O)(=O)c3c(C)noc3C)cc2C(=O)N([C@H](C)CO)C[C@H]1C	-0.3	-4	-9	-1	-4	12	x	x	4	-3.8
CCC(C)Nc1nc(-c2cccc(OC)c2O)nc2ccccc12 (stereo not given)	x	4	17	6	-1	-7	12	3	19	x
CCOC(=O)c1c(NC(=O)COc2cccc3c2CCN(CC)C3=O)sc2c1CCC2	-0.3	-3	-7	7	-9	-2	0	-1	10	x
O=C(Nc1cccc([N+](=O)[O-])c1)c1ccc2snnc2c1	-3.6	-6	0	-1	8	-4	27	-5	-18	-1.3
O=C(CN1CCN(S(=O)(=O)c2ccc(Br)cc2)CC1)Nc1ccc2c(c1)OCO2	0.9	0	19	-7	6	10	11	2	2	x
O=C(CSc1nnc(-c2ccncc2)o1)NC1CCCCC1	-0.1	-17	-3	4	-5	-4	2	-1	-9	-0.1
COc1ccc(C(=O)Nc2ccccc2N2CCOCC2)cc1Br	-0.2	-10	11	2	-1	9	x	1	-24	-0.3
CCOc1ccccc1C(=O)Oc1cc(C)[nH]c(=O)c1[N+](=O)[O-]	-0.3	-2	0	9	-6	-2	10	0	-1	-0.9
NC(=O)C1CCN(C(=O)C2CC(=O)N(Cc3ccccc3)C2)CC1 (stereo not given)	-4.5	-2	4	10	-1	2	x	x	12	3.8
CCc1ccccc1NS(=O)(=O)c1ccc2[nH]cc(C(=O)NCc3ccco3)c(=O)c2c1	x	-49	2	-14	-4	0	x	0	-18	x
Cc1[nH]c2ccc(C(=O)N3CCCC3)cc2c1C	i	-2	25	-1	-3	7	16	-7	6	1.0
O=C1N=C(N2CCCCC2)SC1=C1CCCCC1	-0.8	-3	9	3	-4	1	18	1	-11	x
C=CCn1c(SCC(=O)NCCOC)nc2scc(-c3ccco3)c2c1=O	0.9	4	1	-7	-4	-3	17	4	4	x
CCOC(=O)Cn1ccc(NC(=O)COc2ccc(F)cc2F)n1	-0.4	7	-8	9	0	-7	36	2	-3	0.2
Cc1cccc(C(=O)N2CCC(=O)N(C(COCc3cccc(Cl)c3)Cc3ccccc3)CC2)c1 (stereo not given)	-0.5	1	6	6	1	12	0	3	-7	-0.5
O=C(COC(=O)c1ccccc1Nc1ccccc1)NCc1ccco1	x	4	-5	2	7	25	25	5	-16	x
CCC(Sc1nc2c(cnn2-c2ccccc2)c(=O)[nH]1)C(=O)OC (stereo not given)	-0.4	-1	0	-6	-5	17	-26	4	3&-14	0.2
O=C(c1cccc(Cl)c1)N1CCN(c2ccccn2)CC1	i	1	2	1	0	7	-13	-8	-8	x
CCOc1ccccc1CN1CCNC(=O)C1CC(=O)N(C)Cc1nonc1C (stereo not given)	-0.5	x	-28	-4	11	8	16	-1	-40	0.1
O=C(CSc1n[nH]c(-c2cccs2)n1)N1CCN(S(=O)(=O)c2ccc3ccccc3c2)CC1	i	-10	-11	-1	-2	-6	3	-1	13	x
CC(=O)c1ccc(C(=O)Nc2ccc(N3CCOCC3)cc2)cc1	-0.5	11	0	1	1	-4	5	5	-20	x
O=CNn1cnc2c(oc3nc(-c4ccccc4)cc(-c4ccco4)c32)c1=O	-0.3	-5	-5	-2	-7	4	2	3	-19	1.5
CC(C)=CCc1c([C@@H]2CCc3ccc(O)cc3O2)cc2c(c1O)OC(C)(C)C=C2	-0.3	2	x	-1	x	0	x	x	3	x
Cc1nc(C)c(/C(O)=C/c2nc3ccccc3oc2=O)s1	i	-2	5	-9	1	-3	5	-7	-10	-0.4
COc1ccc(-c2nnc3ccc(SCC(=O)N4CCCCC4)nn23)cc1OC	-0.2	5	-1	4	-9	1	5	-4	-18	5.9
c1ccc(CCNc2nc(-c3ccccn3)nc3ccccc23)cc1	-0.3	12	-2	13	10	32	-15	4	15	1.8
C=CCNC(=S)N1CCN(CCNC2=CC(=O)CC(C)(C)C2)CC1	0.0	-5	7	0	-1	-3	12	7	-6	0.9
CC(=O)NC(c1ccccc1)c1nc(-c2cccc(F)c2)cs1 (stereo not given)	i	x	-7	x	-1	11	x	x	x	-1.0
CCN(CC)S(=O)(=O)c1ccc(C)c(NC(=O)Cn2c(=O)cnc3ccccc32)c1	-0.7	-16	-12	-11	-7	-3	8	3	4	1.4
NC(=O)C1CCN(C(=O)c2ccc(Cl)c(S(=O)(=O)N3CCCCCC3)c2)CC1	-0.7	-1	6	-6	-5	7	x	x	-7	0.4
